Rad51 HR inh: blocks human Rad51 in homologous recombination; hRad51 DNA strand exchange, fluorescence dequenching; inhibition, % at 10 µM; AID 1385; 200,000 compounds, 0.085% hits; Q06609;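 active = inhibition above 40% at the single screening dose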;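 note: 0% = DMSO control wells and 100% = blanks with heterologous ssDNA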
Target sequence (Q06609 whole entry, looked up): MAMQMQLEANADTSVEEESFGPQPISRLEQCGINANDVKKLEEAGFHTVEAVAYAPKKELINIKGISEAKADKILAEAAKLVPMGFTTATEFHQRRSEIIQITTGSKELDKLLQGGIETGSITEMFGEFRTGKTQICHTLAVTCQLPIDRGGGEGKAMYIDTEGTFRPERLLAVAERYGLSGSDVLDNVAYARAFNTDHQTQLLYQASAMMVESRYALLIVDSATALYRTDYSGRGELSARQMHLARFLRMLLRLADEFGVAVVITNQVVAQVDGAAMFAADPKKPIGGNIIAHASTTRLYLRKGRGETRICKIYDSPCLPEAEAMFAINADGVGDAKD
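Test system: preformed human Rad51 ssDNA filaments; also added: Donor/quencher-labelled 47-bp dsDNA substrate; doses: 10 µM final, single point; times: 37 °C 15-min filament assembly, 30-min compound preincubation, 15-min exchange; detection: FRET fluorescence dequenching, excitation 485 nm, emission 520 nm; read-out basis: Fluorescence-based percent inhibition, control- and blank-normalised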
PERK inhibitor: human PERK inhibition, primary cell-based screen; Q9NZJ5; CHO PERK-DD fusion, SEAP luminescence translation reporter; inhibition, % at 5.6 µM; 220,000 compounds, 0.17% hits;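 active = inhibition above the mean inhibition of all tested compounds plus 3 SD, set separately per screening campaign, cut at about 2.9% in these data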;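 note: PERK kinase domain activated by AP20187 dimerizer at 100 nM; 0% = DMSO with dimerizer and 100% = rapamycin at 8.4 µM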
Thrombin inh: thrombin (human) inhibition. alpha-thrombin, Boc-VPR-AMC fluorogenic substrate cleavage. inhibition, % at 5 µM. 220,000 compounds, 0.26% hits;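 active = inhibition at or above 40%; inactive = inhibition below 40%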;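 note: 0% = enzyme with no compound and 100% = wells without enzyme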
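Assay system: human alpha-thrombin enzyme. Reagent: Boc-VPR-AMC substrate, 15 µM final. Compound dosing: one concentration per compound, 5 µM, with 0.2% DMSO. Incubation: room-temperature reaction. Technique: AMC fluorescence, 355/460 nm. Measure: % inhibition relative to enzyme controls and enzyme-free blanks.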
hK5 inh: blocks human kallikrein 5 protease activity; Q9Y337; AID 873; inhibition, % at 5 µM; 210,000 compounds, 0.59% hits; recombinant hK5, fluorogenic AMC substrate cleavage;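 active = inhibition of 40% or more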;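 note: 0% = enzyme controls without compound and 100% = no-enzyme blanks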
Furin inh: inhibitors of human furin | P09958 | purified furin, fluorogenic substrate cleavage | inhibition, % at 30 µM | 220,000 compounds, 0.061% hits | AID 463115; in the data active = inhibition above about 25%; note: inactives centre near -15
Cl transport mod: KCC2 (human) Cl- transport modulation; KCC2 cells, thallium flux FluoZin-2 fluorescence; Q9H2X9; B-score of Tl+ flux slope (higher = more flux/activation; lower = inhibition) at 10 µM; 190,000 compounds, 2.2% hits;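 active = thallium flux slope and its plate-corrected score both differing from the plate sample mean at a set confidence after two filtering rounds, in either direction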;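 note: slope of fluorescence scaled to starting intensity during 10 to 20 s after thallium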
Calpain2 inh: calpain II (pig) inhibition; 220,000 compounds, 0.37% hits; purified calpain II, fluorogenic peptide substrate, 30 min; AID 1236; inhibition, % at 16 µM;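 active = inhibition above about 50%, limit read from the data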
FXIIa inh 1536: blocks human coagulation factor XIIa protease activity | P00748 | purified FXIIa, Boc-QGR-AMC fluorogenic substrate, 2 h | inhibition, % at 5 µM | 220,000 compounds, 0.3% hits; in the data active = inhibition above about 40%;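 note: 0% = enzyme with no compound and 100% = blank without enzyme; many of its hits are not listed in these tables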
Target sequence (P00748 20-372 limits assumed): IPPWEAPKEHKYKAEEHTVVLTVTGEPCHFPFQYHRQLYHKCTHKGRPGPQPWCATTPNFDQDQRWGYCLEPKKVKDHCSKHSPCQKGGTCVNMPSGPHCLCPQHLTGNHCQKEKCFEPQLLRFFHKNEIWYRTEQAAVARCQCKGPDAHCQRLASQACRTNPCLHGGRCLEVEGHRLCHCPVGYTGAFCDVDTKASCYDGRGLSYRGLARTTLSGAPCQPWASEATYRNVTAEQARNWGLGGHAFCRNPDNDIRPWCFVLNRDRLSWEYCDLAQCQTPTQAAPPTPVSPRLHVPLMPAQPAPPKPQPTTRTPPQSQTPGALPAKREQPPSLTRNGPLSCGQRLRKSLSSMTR
Target sequence (P00748 373-615 limits assumed): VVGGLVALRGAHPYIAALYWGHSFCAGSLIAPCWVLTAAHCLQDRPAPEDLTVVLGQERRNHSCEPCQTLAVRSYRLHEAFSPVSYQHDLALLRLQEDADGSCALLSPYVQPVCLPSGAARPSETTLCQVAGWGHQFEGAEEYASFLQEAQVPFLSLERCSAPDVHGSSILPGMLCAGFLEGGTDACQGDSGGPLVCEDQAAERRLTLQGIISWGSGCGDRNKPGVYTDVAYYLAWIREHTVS
FXIa inh 1536: inhibitors of human coagulation factor XIa; purified FXIa, Boc-Glu-Ala-Arg-AMC fluorogenic substrate; P03951; inhibition, % at 5 µM; AID 798; 220,000 compounds, 0.14% hits;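 active = inhibition of at least 40%; inactive = inhibition below 40%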;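 note: fluorescence of freed AMC excited at 355 nm; 0% = enzyme without compound and 100% = no enzyme blank; many of its hits are not listed in these tables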
* hit, by the source's call; / = not tested or not shown; [ ] = remark or other dose. Some of the compounds tested; rates above refer to the full screens.

1. Cc1ccc(NS(C)(=O)=O)c(C(=O)c2ccccc2)c1
2. COc1ccc(C(=O)N=C2CCC(C#N)=C3c4cc(OC)c(OC)cc4CCN23)cc1
3. COc1ccccc1NS(=O)(=O)c1cc([N+](=O)[O-])ccc1N/N=C/c1c(C)[nH]c2ccccc12
4. Cc1nc(/C=C\C(=O)O)c2cc(C)oc2n1
5. O=C(O)CCC(=O)Nc1ccc(Br)cn1
6. O=C(CC(Nc1cccc(Cl)c1Cl)C(=O)O)c1ccccc1 (centres undefined)

compound no.	1	2	3	4	5	6
Rad51 HR inh	0	/	4	/	2	-1
PERK inhibitor	0.3	0.7	-0.2	0.6	1.0	0.6
Thrombin inh	0	2	-3	-3	1	/
hK5 inh	-3	-4	-1	/	-2	0
Furin inh	-26[20 µM]	-19	-2[20 µM]	-35	-22	-10
Cl transport mod	-0.7	0.23	0.29	0.044	/	-1
Calpain2 inh	1	9	-26	-23	25	-11
FXIIa inh 1536	13	8	15	9	12	10
FXIa inh 1536	-1	4	4	-1	-2	3

7. CCOc1cc(/C=N/NC(=O)Cc2ccc(C(F)(F)F)cc2[N+](=O)[O-])c(Br)cc1OC
8. CNc1ncc(C(=O)c2ccc(F)cc2)s1
9. COC(=O)c1cccc(NS(=O)(=O)c2ccc(OC)cc2)c1C
10. Cc1cccc(OCC(=O)NNC(=O)CCc2ccccc2)c1
11. C=CC[n+]1ccn(-c2nc3ccccc3nc2[N-]S(=O)(=O)c2cccs2)c1
12. Cc1ccccc1-n1cc(C(=O)c2cc(Cl)ccc2O)cc(C#N)c1=O

compound no.	7	8	9	10	11	12
Rad51 HR inh	-10	7	-3	-5	/	-3
PERK inhibitor	0.5	1.1	0.7	-0.5	0.3	0.0
Thrombin inh	-3	0	0	-7	-8	-6
hK5 inh	-4	1	-13	9	-6	-12
Furin inh	-23[20 µM]	-5	-10[20 µM]	-10	-23	-7
Cl transport mod	1.6	0.67	0.19	-2.1	-0.034	-0.67
Calpain2 inh	2	25	11	27	-150	-24
FXIIa inh 1536	0	5	15	7	5	5
FXIa inh 1536	1	4	7	3	-3	3

Continued; the last 4 above are carried over.
9. COC(=O)c1cccc(NS(=O)(=O)c2ccc(OC)cc2)c1C
10. Cc1cccc(OCC(=O)NNC(=O)CCc2ccccc2)c1
11. C=CC[n+]1ccn(-c2nc3ccccc3nc2[N-]S(=O)(=O)c2cccs2)c1
12. Cc1ccccc1-n1cc(C(=O)c2cc(Cl)ccc2O)cc(C#N)c1=O
13. COc1ccc(Oc2cnc3ccccc3n2)cc1
14. COc1ccc(OC)c(NC(=O)CCN2CCC(C)CC2)c1
15. COc1ccc(CN2CCCCC2C)cc1OC (centres undefined)
16. CCOC(=O)/C=C1\SCC(=O)N1CC(=O)NCCOC
17. Cc1ccn2c(C(=O)NN=C3CCN(C)CC3)c(C)nc2c1
18. COc1cc2c(cc1OC)C(C)N(C(=O)c1c(C)noc1C)CC2 (centres undefined)

compound no.	9	10	11	12	13	14	15	16	17	18
Rad51 HR inh	-3	-5	/	-3	4	2	-9	0	22	0
PERK inhibitor	0.7	-0.5	0.3	0.0	1.0	0.3	0.3	1.1	0.8	-0.9
Thrombin inh	0	-7	-8	-6	-3	-3	-2	-6	-10	3
hK5 inh	-13	9	-6	-12	2	-13	-22	0	-5	3
Furin inh	-10[20 µM]	-10	-23	-7	-16	-6[20 µM]	-23[20 µM]	-32	-19	-4
Cl transport mod	0.19	-2.1	-0.034	-0.67	/	0.26	/	0.056	1.1	0.99
Calpain2 inh	11	27	-150	-24	-9	40	-66	-11	-28	0
FXIIa inh 1536	15	7	5	5	1	-25	11	5	7	11
FXIa inh 1536	7	3	-3	3	-3	-17	-2	-2	0	5

19. COc1cnc(-c2ccccc2)nc1Oc1cccc(C)c1C
20. Cc1ccc(NC(=O)CCNS(=O)(=O)c2cc(Br)cnc2N)c(Cl)c1
21. Cc1csc(NC(=O)CCCc2cccs2)n1
22. C/C(=N/NC(=O)CNC(=O)Cc1ccc(Cl)cc1)c1ccco1
23. COC(=O)c1ccc(NCC(=O)N2CCCCCC2)cc1
24. Cc1cc(-c2ccc(Cl)cc2)n2nc(N)nc2n1

compound no.	19	20	21	22	23	24
Rad51 HR inh	10	/	-1	8	12	1
PERK inhibitor	-0.5	-0.8	-0.4	0.7	0.5	-0.2
Thrombin inh	-4	3	-8	-2	10	-8
hK5 inh	-10	-10	-4	2	-1	-12
Furin inh	-9[20 µM]	-26	-12	-9	-33	-18[20 µM]
Cl transport mod	-0.049	-0.36	-0.41	/	0.49	-0.38
Calpain2 inh	-17	-5	-5	-20	-30	-351
FXIIa inh 1536	10	16	1	6	4	3
FXIa inh 1536	0	11	-7	1	-4	-2

25. O=C(NNC(=O)C1CC1)c1ccc(-c2ccccc2)cc1
26. CCOC(=O)c1cnc(SCC(=O)Nc2cc(OC)cc(OC)c2)nc1N
27. COc1ccc(CN=C2NC(=O)CC(C(=O)Nc3cc(C)cc(C)c3)S2)cc1 (centres undefined)
28. CCOc1ccc2nc(/N=C/c3c(C)[nH]n(-c4ccc(C)cc4)c3=O)sc2c1
29. Cc1cccc(NC(=O)CCSc2nnc(Cc3ccccc3)o2)c1
30. Cc1nn(-c2ccccc2)c(Cl)c1/C=C/C(=O)c1ccccc1

compound no.	25	26	27	28	29	30
Rad51 HR inh	0	-12	/	/	6	-4
PERK inhibitor	-0.6	-0.8	0.2	0.6	0.1	-0.2
Thrombin inh	-5	-5	-5	-6	0	-3
hK5 inh	1	-17	-22	-28	-2	-27
Furin inh	-15[20 µM]	-22	-31	-14	-1	-3[20 µM]
Cl transport mod	-3.2	-0.055	-1	69*	-3.1	-0.82
Calpain2 inh	8	-8	10	-63	-7	-8
FXIIa inh 1536	10	11	5	7	1	6
FXIa inh 1536	-7	-6	5	9	7	-12

In the list so far, these have a nitro group on carbon.
3. COc1ccccc1NS(=O)(=O)c1cc([N+](=O)[O-])ccc1N/N=C/c1c(C)[nH]c2ccccc12
7. CCOc1cc(/C=N/NC(=O)Cc2ccc(C(F)(F)F)cc2[N+](=O)[O-])c(Br)cc1OC

compound no.	3	7
Rad51 HR inh	4	-10
PERK inhibitor	-0.2	0.5
Thrombin inh	-3	-3
hK5 inh	-1	-4
Furin inh	-2[20 µM]	-23[20 µM]
Cl transport mod	0.29	1.6
Calpain2 inh	-26	2
FXIIa inh 1536	15	0
FXIa inh 1536	4	1

The list goes on:
31. O=C(c1cc(NC(=O)C23CC4CC(CC(C4)C2)C3)cc(NC(=O)C23CC4CC(CC(C4)C2)C3)c1)N1CCCCC1
32. O=C(O)c1ccccc1-n1c(-c2ccccc2)cc2c1CCCC2=O
33. Cc1ccc(S(=O)(=O)N2CC=C(C(=O)NC3CC3)CC2)cc1
34. Cc1ccc(NC(=O)/C(=C\c2cccs2)NC(=O)c2ccccc2)cc1
35. c1coc(-c2ncc[nH]2)c1
36. CCn1c(=O)c(C(=O)Nc2ccccn2)c(O)c2ccccc21

compound no.	31	32	33	34	35	36
Rad51 HR inh	-2	/	8	6	-2	-29
PERK inhibitor	-1.4	-0.3	0.2	0.2	1.6	1.3
Thrombin inh	-6	0	-4	-7	-8	-12
hK5 inh	-3	2	-1	-22	-31	-2
Furin inh	-27[20 µM]	-23	-7	-2	-25	-20
Cl transport mod	-0.41	0.78	0.14	-1	/	-0.32
Calpain2 inh	-139	22	-22	22	-26	-157
FXIIa inh 1536	7	12	11	1	-3	2
FXIa inh 1536	1	3	-2	1	-7	-3

37. CC1CCN(C(=O)c2ccc(NS(=O)(=O)c3cccc4cccnc34)cc2)CC1
38. COc1ccc(-c2nnnn2C(C)C)cc1S(=O)(=O)Nc1ccccc1
39. CCN(CC)S(=O)(=O)c1ccc(C)c(NC(=O)CN2CCN(C)CC2)c1
40. Cc1ccc(NC(=S)NCc2ccccc2)cc1[N+](=O)[O-]
41. Cc1cccc(OCCNc2cc(N3CCN(C)CC3)ccc2[N+](=O)[O-])c1
42. COC(=O)C(C(=O)Nc1cccc(C)n1)C1CCCCCC1 (centres undefined)

compound no.	37	38	39	40	41	42
Rad51 HR inh	-6	-3	13	-9	1	-2
PERK inhibitor	-2.2	-0.1	1.3	1.0	-1.2	-0.3
Thrombin inh	-1	3	-7	-12	-3	1
hK5 inh	0	6	-5	-7	3	-10
Furin inh	-11	-13	-11	-7	-15	-5[20 µM]
Cl transport mod	-0.033	0.12	0.86	-0.47	0.31	-1.3
Calpain2 inh	-16	-16	-4	20	17	17
FXIIa inh 1536	7	12	4	7	8	21
FXIa inh 1536	0	4	1	-2	-4	5

43. CC(C)c1ccc(N2C(=O)[C@@H]3Cc4ccccc4CN3C2=O)cc1
44. Clc1cccc(N/N=C/c2ccncc2)c1
45. CCOc1ncccc1C(=O)N=C1SCCN1C(=O)c1cccnc1OCC
46. CCCCCCn1c(SCC(C)C)nc2c1c(=O)[nH]c(=O)n2C
47. CCOC(=O)Nc1ccc(S(=O)(=O)NCc2ccccc2)cc1
48. COc1ccc(CCNC(=O)c2ccc3nc(-c4ccco4)c(-c4ccco4)nc3c2)cc1OC

compound no.	43	44	45	46	47	48
Rad51 HR inh	-6	6	-5	3	-1	/
PERK inhibitor	-1.8	0.2	0.0	-0.8	-0.2	-0.6
Thrombin inh	0	-2	-4	2	5	0
hK5 inh	-1	-10	-2	-2	-12	-99
Furin inh	-14	-5	-9	3	-27	-6
Cl transport mod	/	-0.86	0.071	/	0.018	-1.1
Calpain2 inh	-5	-6	-21	-1	-22	-76
FXIIa inh 1536	11	13	8	-2	20	8
FXIa inh 1536	-2	-9	-4	0	7	-5

49. CC1(C)CCCC2=C1CC1C(=O)N(c3ccccc3)C(=O)C1C2 (centres undefined)
50. COc1ccc(/C(C#N)=C/c2cccnc2)cc1
51. Cc1ccc(NC(=O)C2CC(=O)Nc3nc4ccccc4n32)c(C)c1 (centres undefined)
52. Cc1cccc(NC(=O)CC2Nc3cccc4cccc(c34)NC2=O)c1 (centres undefined)
53. CC(C)OC(=O)C1C(=O)CC(C)(O)C(C(=O)OC(C)C)C1c1cccc([N+](=O)[O-])c1 (centres undefined)
54. CCOc1ccc(N(CC(=O)Nc2cccc(OC)c2)S(=O)(=O)c2c(C)noc2C)cc1

compound no.	49	50	51	52	53	54
Rad51 HR inh	5	11	0	-4	-9	1
PERK inhibitor	0.0	0.6	1.3	-0.1	1.4	-1.0
Thrombin inh	1	-1	-1	-2	3	-9
hK5 inh	-7	0	-3	-5	-3	-9
Furin inh	-23	-16	-27	-8[20 µM]	-32	-15
Cl transport mod	-0.52	-0.06	0.0073	/	0.36	0.058
Calpain2 inh	10	-149	-15	-23	-4	45
FXIIa inh 1536	19	1	10	14	7	9
FXIa inh 1536	4	-2	-2	-2	-1	0

55. CCOc1ccc(N2C(=O)c3cccnc3C2Nc2ccc(C)cc2)cc1 (centres undefined)
56. CCOC(=O)N1CCN(C(=O)/C(=C/c2ccc(Cl)cc2)NC(=O)c2ccccc2)CC1
57. CCOP(=O)(O)c1ccccc1OCCCCCOc1ccccc1P(=O)(O)OCC
58. CC1CCCN(Cc2nc3c(c(=O)n(C)c(=O)n3C)n2CC(=O)c2ccccc2)C1 (centres undefined)

compound no.	55	56	57	58
Rad51 HR inh	0	5	2	-7
PERK inhibitor	0.5	0.2	0.2	0.0
Thrombin inh	4	-3	-2	-3
hK5 inh	3	0	2	-4
Furin inh	-7	-25	-8[20 µM]	-30
Cl transport mod	-0.44	1.1	0.0043	-0.51
Calpain2 inh	-43	-27	10	-3
FXIIa inh 1536	11	/	10	2
FXIa inh 1536	6	-4	-4	-5

Screening data as filed in PubChem BioAssay.
